# Dicer inh: inhibitors of Dicer pre-microRNA processing, primary screen, biochemical, cat-ELCCA, chemiluminescence. Endoribonuclease Dicer (Homo sapiens), Q9UPY3. cat-ELCCA pre-miR-21 Dicer processing; active compounds read high. z-score at 25 µM. hit rate 6% among 47,000. AID 1347074, 2019; in the data active = z-score above about 3, passing the limit was not always enough;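 also: plate controls were vehicle for no effect and no enzyme for full effect; higher signal means more uncleaved substrate so more Dicer inhibition; strong numbers were not always called active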
# * = called active by the depositor; & = joins results of further samples. A portion of the library; rates above refer to the full screens.
SMILES,Dicer inh
Cc1ccc(NC2=C(Cl)C(=O)OC2C(C(N)=O)C(N)=O)cc1 (stereo not drawn),0.29
CCC(=O)N1c2ccccc2NC2=C(C(=O)CC(C)(C)C2)C1c1ccc(-c2cccc(C(=O)O)c2)o1 (stereo not drawn),-0.37
Brc1ccc(-c2nc(-c3ccccn3)no2)cc1,2.1
C=C1c2ccccc2NC(=O)N1c1cccc(Cl)c1,-0.22
CCOC(=O)C1C(=O)C(=O)N(C)C1c1ccccc1 (stereo not drawn),-0.56
Clc1ccc(-c2nnc(-c3ccccc3)c(-c3ccccc3)n2)cc1,1.1
CC(C)(C)CC(=O)O/N=C(\N)C1(c2ccc(Cl)cc2Cl)CC1,0.84
CC1CN(c2ncc(C(=O)OCc3ccccc3)c(C(F)(F)F)n2)CC(C)O1 (stereo not drawn),-0.79

# Going on with the list.
SMILES,Dicer inh
O=C(Nc1nc2c(-c3ccccc3)c(C(F)(F)F)sc2s1)c1ccc(Cl)cc1,0.43
COC(=O)C1Cc2c([nH]c3ccccc23)C(c2ccc(Cl)cc2)N1 (stereo not drawn),-1.2
Cc1cc2nc(-c3cc(N)ccc3O)oc2cc1C,2
CCCOC(=O)COc1ccc2c(=O)c(Oc3cccc(C)c3)c(C(F)(F)F)oc2c1,-1.3
CN=C1NC(=O)CC(C(=O)Nc2cc(C(=O)OC)cc(C(=O)OC)c2)S1 (stereo not drawn),-0.28
Nc1nc2c(ncn2CCC(CO)CO)c(=O)[nH]1,1.2
CCOc1cc(C2c3c(oc4ccc(C)cc4c3=O)C(=O)N2Cc2ccc3c(c2)OCO3)ccc1O (stereo not drawn),0.86
COC(=O)c1ccc(C2Oc3nc(SC)nnc3-c3ccccc3N2C(C)=O)cc1 (stereo not drawn),0.82

# In the list so far, these contain a carbonyl joined to an NH by a bond outside any ring.
SMILES,Dicer inh
Cc1ccc(NC2=C(Cl)C(=O)OC2C(C(N)=O)C(N)=O)cc1 (stereo not drawn),0.29
O=C(Nc1nc2c(-c3ccccc3)c(C(F)(F)F)sc2s1)c1ccc(Cl)cc1,0.43
CN=C1NC(=O)CC(C(=O)Nc2cc(C(=O)OC)cc(C(=O)OC)c2)S1 (stereo not drawn),-0.28

# The results go on.
SMILES,Dicer inh
Cc1ccc2cc(-c3noc(C)n3)c(=O)[nH]c2c1,0.49
Cc1sc(NC2=NS(=O)(=O)c3ccccc32)nc1-c1ccc(Cl)cc1,3.6*
COc1ccc(-c2nc3cc(NS(=O)(=O)c4ccccc4)ccc3o2)cc1Br,1.1
O=C1Nc2ccccc2C(=O)C1(N1CCOCC1)N1CCOCC1,-0.25
CCOC(=O)C1=C(C)NC2=C(C(=O)CC(c3ccccc3)C2)C1c1cccc2ccccc12 (stereo not drawn),0.44
C=CCn1c(N)cc(=O)nc1SCC(=O)Nc1ccccc1,0.4
CCOC(=O)c1sc(=S)n(-c2ccccc2Cl)c1C,-2.2
N=C1SC2CS(=O)(=O)CC2N1c1ccccc1 (stereo not drawn),-0.16

# The list goes on:
SMILES,Dicer inh
Cc1ccc2c(c1)C(O)(C1COC(C)(C)CC1=O)C(=O)N2C (stereo not drawn),0.12
C(=C\c1nc(-c2ccc(-n3cccc3)cc2)no1)/c1ccccc1,2.4
COc1ccc(C2Nc3ccccc3-c3nnc(SC)nc3O2)cc1 (stereo not drawn),1.5
O=C1CC(CSc2ccccn2)=NN1,-2.1
COCCOC(=O)C1=C(C)Nc2nc3ccccc3n2C1c1ccc(Cl)cc1 (stereo not drawn),0.02
Cc1cc(Oc2ccccc2)ccc1[N+](=O)[O-],0.8
Cc1nnc(N2C(=O)C(=O)/C(=C(/O)c3ccccc3)C2c2ccccc2)s1 (stereo not drawn),1.5
CN(C)/C=N/C(=S)Nc1cccc(F)c1,-1.1

# Following part
SMILES,Dicer inh
CC1(C)CC(=O)C2=C(C1)N1C(=C(C#N)C2c2cccs2)N=C(N)c2ccccc21 (stereo not drawn),-1.3
COc1ccc(CNCc2cccnc2)c(OC)c1,24
CS(=O)(=O)c1ccc2nc(N)sc2c1,2.5
O=[N+]([O-])c1cccnc1SCc1ccccc1,0.02
Cc1ccc2c(C)nc(NC3=NCN(Cc4ccccc4)CN3)nc2c1,-0.01
CCCN1C(=O)C(O)(CC(=O)c2ccncc2)c2ccccc21 (stereo not drawn),-0.27
C=CCOc1ccc(C2N3CC4(CC)CN2CC(CC)(C3)C4=O)cc1 (stereo not drawn),-0.88
CCc1ccc(C2C(C(=O)OCCOC)=C(C)Nc3nc4ccccc4n32)cc1 (stereo not drawn),2.8

# Continuation.
SMILES,Dicer inh
CCCN(CCC)Cc1c(C(=O)OCC)nnn1-c1nonc1N,2.3
CCOC(=O)c1c2n(c3ccc(OC(C)=O)cc13)CCC2,1
CSc1nnc2c(n1)OC(C1CC=C(C)CC1)Nc1ccccc1-2 (stereo not drawn),3.2*
CCOC(=O)c1[nH]c(C(=O)O)c(CC)c1C,-0.04
COC(=O)C(C#N)=C(SC)SC,-1.1
CCOc1ccccc1C1C(C#N)=C(C)NC2=C1C(=O)CC(c1ccc(Cl)cc1)C2 (stereo not drawn),-0.83
Cc1cc(C)nc(SCC(=O)N2CCc3ccccc3C2)n1,2
C/C(=N\O)C(C)(C)Nc1ccc(C(C)(C)C)cc1,2

# (next part)
SMILES,Dicer inh
C=CCN(c1ccccc1C1=N/C(=C\c2ccc(C)cc2)C(=O)O1)S(=O)(=O)c1ccc(Cl)cc1,-0.86
COc1ccc(/C=N/N=C(\NC(=O)Nc2ccccc2)SCc2ccc(F)cc2)cc1,2.9
C/C(Nc1ccc([N+](=O)[O-])cc1)=C1/CCOC1=O,1.6
COc1ccc(S(=O)(=O)N2CCN(C)CC2)cc1C,4*
O=C(Nc1cccnc1Oc1ncnc2cc(Cl)ccc12)c1cccs1,-1.2
COc1ccccc1-c1nn(-c2cccc(C(F)(F)F)n2)c(=O)o1,-0.1
Cc1cccc(Cl)c1NC(=O)Nc1ccc(N2CCCCC2)cc1,0.79
O=C1CC(c2ccco2)Cc2nc(N3CCN(Cc4ccc5c(c4)OCO5)CC3)ncc21 (stereo not drawn),0.62

# Further structures:
SMILES,Dicer inh
CC(=O)c1cc(NC(=O)c2ccccc2)c(=O)oc1C,0.09
CN(/N=C/c1ccc(Cl)cc1Cl)c1ncc(C(F)(F)F)cc1Cl,1.7
O=C1NC(/C=C/c2ccco2)Nc2sc3c(c21)CCN(Cc1ccccc1)C3 (stereo not drawn),-1.4
COc1ccc(Oc2ccc(C(F)(F)F)cc2NC(=O)c2nc(-c3ccccc3)oc2C)cc1,-0.78
Cc1cc(C)c(C#N)c(Nc2ccccc2)n1,-0.69
Cn1c(-c2ccccc2)cn2cc(-c3ccccc3)nc12,8.7
COc1ccncc1C(=O)Nc1cc(Cl)cc(Cl)c1,-0.65
CNC(=O)Oc1ccc2c(c1)[C@]1(C)CCN(C)[C@@H]1N2C,-0.52&-1.4

# (further entries)
SMILES,Dicer inh
CSC(=NCc1ccco1)Nc1ccc(C)cc1C,4.1*
C/C(=N\O)c1c(O)cc(-c2ccccc2)n(-c2ccccc2)c1=O,-1.4
CC(Oc1ccc(Cl)cc1Cl)C(=O)Nc1nccs1 (stereo not drawn),1.3
c1ccc(OCc2nc3ccccc3[nH]2)cc1,0
NC(=O)C1CCN(S(=O)(=O)c2ccc3c(c2)OCCO3)CC1,-0.66
Cc1ccsc1C1NC(=O)c2c(sc3c2CCN(C)C3)N1 (stereo not drawn),-1.6
CCOC(=O)COc1ccc2c(C)cc(=O)oc2c1,-0.73
O=C(C1Sc2nnc(-c3ccccc3)n2NC1c1ccc(F)cc1)N1CCOCC1 (stereo not drawn),2.9

# Further entries follow:
SMILES,Dicer inh
CSc1ccc(CN2CCN(S(=O)(=O)c3ccc(Cl)cc3)CC2)cc1,3.5*
CC(C)(C)NS(=O)(=O)NC(C)(C)C,0.81
CCOc1ccc(-c2nc(C#N)c(N3CCN(CC)CC3)o2)cc1,-0.85
Cc1c(Cl)cccc1N1CC(O)=C(c2nc3ccccc3c(=O)[nH]2)C1=N,0.96
CCOC(=O)c1sc(N/N=C/c2cccs2)c2c1CC(C)(C)CC2=O,-0.07
O=S(=O)(n1nccc1C(c1ccccc1)c1ccccc1)C(F)(F)F,0.02
Cn1c2c(c(=O)[nH]c1=O)C(c1cccc(F)c1)C1=C(N2)c2ccccc2C1=O (stereo not drawn),0.01
NC(=O)Nc1nc2cc(Br)ccc2[nH]c1=O,-2.2

# The list continues:
SMILES,Dicer inh
CCSCCOC(=O)C1=C(C)NC2=C(C(=O)CC(C)(C)C2)C1c1cccc(Cl)c1 (stereo not drawn),2.4
Cc1cc(C)nc(Nc2nc(N)c3ccccc3n2)n1,1.7
COc1ccc(C(=O)N2CCC(O)(c3ccc(Cl)cc3)CC2)cc1OC,0.04
C/C(COc1ccc(Cl)cc1Cl)=N\OC(=O)c1cccc(C)c1,-0.6
O=C(Nc1cccc(O)c1)C1CC(c2cccc(Br)c2)=NO1 (stereo not drawn),0.55
CCCCCc1nc2ccccc2[nH]1,0.58
COC(=O)Cn1cc(C(=O)C2CCCCC2)c2ccccc21,-0.91
O=C(O)COCC(=O)NCc1c(F)cccc1Cl,0.43

# (more compounds)
SMILES,Dicer inh
CCOC(=O)C(O)(NC(=O)c1ccc(Cl)cc1Cl)C(F)(F)F (stereo not drawn),0.69
COc1ccc(-c2cc(C(F)(F)F)n3nc(C(=O)O)c(Cl)c3n2)cc1OC,0.13
Cc1nn(-c2ccccc2)nc1C(=O)Oc1cc(C(F)(F)F)nn1-c1ccccc1,0.11
NC(=S)N/N=C1\CCSc2ccc(F)cc21,-1.4
COc1cccc2c1OC(C(C)C)N1N=C(c3ccccc3O)CC21 (stereo not drawn),0.12
COc1ccc(-c2nc(C#N)c(N3CCC(C)CC3)o2)cc1,-0.46
COc1ccc(C(=O)CC2(O)C(=O)Nc3ccc(Cl)cc32)c(OC)c1 (stereo not drawn),8.2
Fc1ccc(Oc2cc(C(F)(F)F)nc3c(Br)cccc23)c(Cl)c1,-0.83

# Reformatted as labelled records: two of the compounds above
Molecule: Fc1ccc(Oc2cc(C(F)(F)F)nc3c(Br)cccc23)c(Cl)c1
  Dicer inh: -0.83
Molecule: COc1cccc2c1OC(C(C)C)N1N=C(c3ccccc3O)CC21 (stereo not drawn)
  Dicer inh: 0.12

# Remaining list, next part
SMILES,Dicer inh
O=C(CN1C(=O)c2cccc3cccc1c23)NCc1ccccn1,-0.69
CCc1ccc(OCc2nc(-c3cccnc3)no2)cc1,-1.2
O=C(NC1CCCCC1)n1c(=O)oc2ccccc21,0.75
O=C(Nc1ccc(OCc2ccccc2)cc1)Nc1ccccc1C(=O)NCC1CC1,2.5
CC(C)(C)S(=O)(=O)/C(C#N)=C/N=S(C)(=O)c1ccccc1 (stereo not drawn),-0.18
CCCc1cnc(N2CCN(S(=O)(=O)c3ccc(CNC(=O)c4ccccc4)s3)CC2)nc1,1.2
CC1=C(C(=O)OC(C)C)C(c2ccc3c(c2)OCO3)C2=C(CC(c3cccs3)CC2=O)N1 (stereo not drawn),1.9
O=C(NC1CCCCC1)N1CCN(c2ncccc2C(F)(F)F)CC1,0.01

# Later entries.
SMILES,Dicer inh
CCOC(=O)C1=C(CC)NC2=C(C(=O)CCC2)C1c1ccc(Cl)cc1 (stereo not drawn),0.93
COc1ccc2c(c1)Cc1sc(NC(=O)c3ccc(OC)c(OC)c3)nc1-2,-2.9
COc1ccc(NS(=O)(=O)c2ccc3c(c2)OCCO3)c(OC)c1,-2.6
Cc1ccc(CNCc2ccncc2)s1,0.9
O=c1c(Cl)c(N2CCOCC2)cnn1-c1ccccc1,-0.99
COC(=O)c1ccc(-c2ncc(-c3ccc(N(C)C)cc3)o2)cc1,1.6
CC(C)(C)S(=O)(=O)/C(C#N)=C/NNS(=O)(=O)c1ccc(Cl)c(Cl)c1,-1.4
Cc1nc2nc(C)c(Cc3ccccc3)c(=O)n2[nH]1,0.54

# As entered above:
# `Cn1c(-c2ccccc2)cn2cc(-c3ccccc3)nc12` in Dicer inh is entered as 8.7
# `CCCCCc1nc2ccccc2[nH]1` in Dicer inh is entered as 0.58

# Following part:
SMILES,Dicer inh
COc1ccc(N=Nc2c(C)[nH]n(-c3ccccc3)c2=O)cc1,1.6
O=C1CSC(c2ccc(Cl)c(Cl)c2)N1 (stereo not drawn),-0.87
CCCOC(=O)C1=C(C)NC2=C(C(=O)CCC2)C1c1cccc2ccccc12 (stereo not drawn),2.3
O=C(CC(c1ccc(Cl)cc1)C1CCCCC1=O)c1ccccc1 (stereo not drawn),-0.07
Fc1ccc(N(Cc2ccc3c(c2)OCO3)C(=S)Nc2cccc(C(F)(F)F)c2)cc1,2.6
Cc1cc(Br)c(NC(=S)NNCCC#N)c(Br)c1,2.3
CCC(=O)Nc1nonc1-c1nc2ccccc2n1CCC(C)C,-2.5
CN1CCN(c2cc(-c3ccccc3)nc3ccccc23)CC1,0.36

# Remaining list, next part.
SMILES,Dicer inh
O=C1CSC(c2ccccc2)N1c1ccc(O)cc1 (stereo not drawn),0.51
c1ccc(-n2ncc3c2ncn2nc(CSc4nc5ccccc5s4)nc32)cc1,1.9
C#CCOc1ccc(Cl)cc1C1C2=C(CCCC2=O)NC2=C1C(=O)CCC2,0.93
COc1ccc(-c2onc3ccc(Br)cc23)cc1,-1.1
C#CC1(NC(=O)NCCCCCCNC(=O)NC2(C#C)CCCCC2)CCCCC1,1.2
CC/C(=C(/CC)c1ccc(O)cc1)c1ccc(O)cc1,6.1
CCOC(=O)Cc1cc(C)[nH]c1C(=O)OCC,0.19
O=c1cc(O)c2cc(Br)ccc2o1,0.36

# Random excerpt: two compounds from above, in no set order.
SMILES,Dicer inh
NC(=S)N/N=C1\CCSc2ccc(F)cc21,-1.4
c1ccc(OCc2nc3ccccc3[nH]2)cc1,0

# Next section
SMILES,Dicer inh
C=CCSc1nc(C)c2cc(C)ccc2n1,-0.03
CC1=C(C(=O)OC2CCCCC2)C(c2cccc(C)c2)C2=C(CCCC2=O)N1 (stereo not drawn),1.2
Cc1nc(C)c(-c2ccn(C(=O)NC(C)C)n2)s1,-1.3
COc1ccc(C2SCCN2S(=O)(=O)c2ccc(F)cc2)cc1OC (stereo not drawn),0.32
